HIF-2a block – HIF-2a reporter inhibitors, primary screen, luminescence, 786-0 RCC cells | 786-0 RCC cells HIF-2a reporter, luciferase luminescence, overnight | inhibition, % at 18.8 µM | 360,000 compounds, 0.72% hits | AID 624352, 2012;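 active means inhibition of the luminescence signal of 40% or more relative to plate controls, in a single-dose primary screen at 18.75 µM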
NR2E3 ag-1 – inhibitors of NR2E3-RetCOR corepressor binding, primary screen, NR2E3 agonist project, biochemical, TR-FRET, GST-NR2E3, biotin-RetCOR | inhibition of corepressor binding, % at 4.78 µM | AID 2300, 2010 | Photoreceptor-specific nuclear receptor (Homo sapiens), Q9Y5X4 | 1536-well | 320,000 compounds, 0.12% hits;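 active means percent inhibition above the cutoff of mean plus 3 SD of all tested compounds, set per screening campaign, cut at about 20% in these data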;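 further: 0% = DMSO wells and 100% = biotin wells as full block of FRET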
Target sequence (Q9Y5X4 whole entry, looked up): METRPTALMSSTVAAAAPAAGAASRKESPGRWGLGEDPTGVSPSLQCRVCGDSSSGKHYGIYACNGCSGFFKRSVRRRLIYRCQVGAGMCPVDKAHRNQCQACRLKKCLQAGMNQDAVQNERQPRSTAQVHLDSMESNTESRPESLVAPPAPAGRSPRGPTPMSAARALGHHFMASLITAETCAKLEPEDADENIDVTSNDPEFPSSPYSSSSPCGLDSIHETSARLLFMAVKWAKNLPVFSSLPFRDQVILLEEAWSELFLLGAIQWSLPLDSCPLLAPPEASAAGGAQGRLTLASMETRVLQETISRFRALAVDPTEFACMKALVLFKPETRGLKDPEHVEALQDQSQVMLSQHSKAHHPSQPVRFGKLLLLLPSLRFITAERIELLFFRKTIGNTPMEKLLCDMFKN
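Test system: GST-NR2E3 and biotin-RetCOR proteins | Quantity: 1.35 nM GST-tagged NR2E3 final | Medium: Tris pH 7.5 | Also added: 7 nM biotin-RetCOR | Dosing: Compound at 4.8 µM, single dose | Timing: 5 h at 4 °C | Detection: Time-resolved FRET | Read-out basis: Percent inhibition | Benchmarks: Biotin wells as high control, 0.6% DMSO wells as low control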
NR2E3 ag-2 – NR2E3 agonists in two-hybrid cells, primary screen, cell-based, luminescence, CHO-S, Gal4-NCOR/VP16-NR2E3 | 360,000 compounds, 0.35% hits | Photoreceptor-specific nuclear receptor (Homo sapiens), Q9Y5X4 | AID 602229, 2012 | luciferase | inhibition of corepressor binding, % at 3.98 µM;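 active means inhibition above the mean of all tested compounds plus 3 SD, cut at about 70% in these data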;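 further: 0% = DMSO with NR2E3 transfected cells and 100% = cells lacking NR2E3 construct; higher means lower luciferase signal from less NR2E3 corepressor binding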
KKLEB tox – cytotoxicity in KKLEB CF airway cells, primary screen, cytotoxicity control for CF NF-kB inhibitor project, cell-based, uHTS, fluorescence assay plates; KKLEB CF airway cells viability, ATPlite luminescence, overnight; hits give low values; cells stimulated with P. aeruginosa culture filtrate; activity change (cytotoxicity), % at 5 µM; 360,000 compounds, 0.36% hits;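 active means corrected activity change at or below -50% at 5 µM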
MITF TRPM1 inh – inhibitors of MITF-dependent TRPM1 promoter reporter, primary screen, cell-based, SK-MEL-5, single point, luciferase; SK-MEL-5 TRPM1 promoter luciferase, 24 h; inhibition, % at 12.5 µM; 330,000 compounds, 0.83% hits; AID 488899, 2010;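 active means mean inhibition across replicates of 60% or more, whatever share of single replicates reaches that level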; further: values of inactives mirror those of a sister screen read the other way
TWEAK-Fn14 inh – inhibitors of TWEAK-Fn14 signaling, primary screen, luciferase reporter cells, uHTS; TWEAK-stimulated Fn14 reporter cells, luciferase luminescence, 8 h; inhibition, % at 10 µM; 360,000 compounds, 2% hits; AID 1159606, 2016; in the data active means inhibition above about 50%
Shn3 inh set2 – reduction of Shn3 3'UTR firefly luciferase signal, primary screen, Schnurri-3 inhibitor project, cell-based, Clone20 osteoblasts, set 2; inhibition, % at 12.5 µM; 360,000 compounds, 0.52% hits; Clone20 osteoblast Shn3 3'UTR firefly luciferase, 24 h;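 active means mean inhibition of at least 75% with every replicate also reaching 75%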;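 further: 0% = median of neutral control wells and 100% = pilot-screen positive control compound; some compounds past the cut are filed as inactive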
hiPSC survival – enhancers of single-cell hiPSC survival, primary screen, ATPlite luminescence; 100% = ROCK inhibitor wells, 0% = DMSO; survival enhancement, % at 20 µM; 360,000 compounds, 0.044% hits; AID 602274, 2012; in the data active means survival enhancement above about 18%;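 further: cells exposed to compounds for 16 hours before the ATP read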
CF NFkB inh – inhibitors of PAF-induced NF-kB signaling, primary screen, cell-based, GFP fluorescence, uHTS | KKLEB NF-kB-GFP reporter, GFP fluorescence overnight | inhibition, % at 5 µM | 360,000 compounds, 0.86% hits;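 active means at least 50% inhibition at 5 µM, scaled per plate between neutral and stimulator controls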;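 further: PAF is a Pseudomonas aeruginosa culture filtrate used as stimulus; plate controls were PAF-stimulated DMSO wells for no effect and unstimulated DMSO wells for full effect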
Peg3 promoter – Peg3 promoter-driven luciferase inhibitors, primary screen, cell-based, HeLa, luciferase luminescence; HeLa PEG-Prom luciferase reporter, overnight; inhibition, % at 20 µM; 360,000 compounds, 1.7% hits; AID 588405, 2011;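 active means inhibition of at least 50% at 20 µM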
aDG glyco up – activators of alpha-DG glycosylation, primary screen, uHTS, Pro5-aDG cells, AlphaScreen; 360,000 compounds, 0.22% hits; alpha-DG glycosylation AlphaScreen (IIH6); 0% Pro5, 100% B10-LARGE cell signal; activation, % at 10 µM;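 active means activation of at least 8% versus controls, or a plate z-score of at least 8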;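 further: Pro5 are CHO cells carrying HIG-tagged alpha-DG that lacks glycosylation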
* marks the source's active call; other numbers are inactive results; . = no result given.

SMILES	HIF-2a block	NR2E3 ag-1	NR2E3 ag-2	KKLEB tox	MITF TRPM1 inh	TWEAK-Fn14 inh	Shn3 inh set2	hiPSC survival	CF NFkB inh	Peg3 promoter	aDG glyco up
CCN(CC)S(=O)(=O)c1ccc(C(=O)NCC2CCCCC2)cc1	-7	-2	-4	-3	2	-4	11	-0.4	-10	-6	0.0
COCCNC(=O)C(c1c[nH]c2ccccc12)N(C(=O)c1snc(C(N)=O)c1N)c1cccc(OC)c1 (centres undefined)	3	3	-12	12	-1	8	-8	0.4	-2	5	-0.6
O=C(Cn1cnnn1)Nc1cccc([N+](=O)[O-])c1	20	-3	-10	2	2	-11	6	-0.1	-5	1	0.0
COc1ccc(CCNC(=O)C2CCC(=O)N(CC3CCCCC3)C2)cc1 (centres undefined)	-13	.	12	-10	3	7	-15	-0.1	5	9	-0.3
COc1ccc2oc(=O)c(C(=O)N3CCN(C(=O)c4ccccc4)CC3)cc2c1	14	-1	-4	-1	-2	16	-2	0.8	7	11	0.2
O=C(CN1C(=O)c2cccnc2Oc2ccc(Cl)cc21)N1CCCC1	-5	1	-1	3	-2	14	-2	-0.2	13	10	-0.2
CCc1cc2c(SCC(=O)N3CCCC3=O)ncnc2s1	-8	2	-25	-3	-4	9	-3	-0.2	14	-12	0.1
Cn1ccs/c1=N\S(=O)(=O)c1ccc(F)cc1	8	3	-15	-9	1	4	-6	-0.6	-5	10	0.1
OCc1ccnc2oc3ccccc3c12	16	0	-4	-15	5	2	-10	0.1	-4	-10	0.0
CCOC(=O)c1sc2nc(CC(=O)OC)nc(NCc3ccc(Cl)cc3)c2c1C	-26	0	-2	-17	-5	22	68	-2.4	-18	11	2.3
O=C(Cn1cnc([N+](=O)[O-])n1)NCCc1ccccc1	-29	-3	3	-16	-11	-12	-29	-0.6	12	-10	-0.2
COc1ccc(OC)c(NC(=O)COC(=O)C2CCC2)c1	4	-1	1	-1	10	-6	-10	-0.1	-2	-5	-0.1
CC(C)c1c(C(=O)N/N=C/c2ccc(-c3ccccc3)cc2)nnn1-c1nonc1N	15	1	6	2	-3	4	-18	0.0	-6	-11	0.1
COc1ccc(N2CCN(CCNC(=O)c3ccc4c(c3)[nH]c(=S)n3c5ccccc5nc43)CC2)cc1	31	3	-24	-1	15	-32	-8	0.1	-10	84*	-0.5
O=C(COC(=O)CCNS(=O)(=O)c1ccc(Cl)cc1)Nc1ccccc1OC(F)F	-6	.	-10	7	6	3	5	-0.4	-15	10	-0.3
CS(=O)(=O)c1ccc2nc(NC(=O)C3CC(=O)N(c4ccc(F)cc4)C3)sc2c1 (centres undefined)	22	0	-11	10	7	0	20	-0.4	-10	11	-0.1
COc1ccc(S(=O)(=O)N(CC(=O)N2CCN(c3ccccc3OC)CC2)c2ccccc2)cc1	-1	0	9	-5	8	31	53	1.4	-2	19	1.8
Brc1cccc(-c2nc(-c3ccncc3)no2)c1	-248	0	-82	8	-68	9	-105	-0.5	-16	-324	0.2
O=C(O)CCC(=O)N1N=C(c2ccccc2)CC1c1cccs1 (centres undefined)	-19	-2	5	7	0	-6	-10	2.0	13	0	0.1
COc1cc(OC)cc(C(=O)NCC(=O)Nc2ccc(C)c(Cl)c2)c1	11	-3	-10	-7	-8	11	-15	0.2	4	3	0.2
COc1ccc(/C(N)=N/OC(=O)c2ccc(C)c([N+](=O)[O-])c2)cc1	-205	-1	-26	-9	-28	-14	-41	-0.1	-9	-342	0.0
COc1cc(OC)c(C(=O)Nc2cccnc2)cc1OC	-24	2	-9	-6	-10	-7	-8	1.4	4	-5	0.0
CCCn1c(=N)n(CC(O)COc2ccc(C)cc2)c2ccccc21 (centres undefined)	0	-4	17	-24	-8	3	25	-0.6	14	2	0.9
O=C(COC(=O)c1cc([N+](=O)[O-])ccc1NCCO)c1ccccc1	-2	-4	-16	-9	-14	-24	3	0.8	-1	7	0.2
Cc1cc(C)nc(/N=C(/NC(=O)c2ccccc2)Nc2ccccc2)n1	5	2	19	10	-8	-36	-23	-0.6	-5	3	-0.1
COc1cnc(-c2ccccn2)nc1Sc1ccc(Cl)cc1	5	1	70	4	16	4	6	-2.1	-7	-14	2.2
Cc1ccc(Cl)cc1NS(=O)(=O)Cc1ccccc1	-10	3	-15	-3	-2	-15	-4	-0.6	-12	-22	0.1
CCN1CCN(CC(=O)Nc2c(OC)cccc2OC)CC1	-4	-2	21	9	-5	15	-1	-0.6	-5	2	0.1
COCCNC(=O)C(=O)NNS(=O)(=O)c1ccc2ccccc2c1	2	1	-31	1	-6	12	7	2.9	-5	13	-0.3
CC(/C=N/NC(=O)c1cc(C(C)C)[nH]n1)=C\c1ccccc1	-33	4	12	16	-4	12	-1	-2.4	-15	-12	-0.3
COc1ccc(NC(=O)CN(C)C(=O)CCNS(=O)(=O)c2ccc(Br)cc2)cc1	7	-2	-48	10	8	2	-1	-0.5	-12	16	0.2
Cc1ccc(C(=O)Nc2ncccc2C)cc1S(=O)(=O)N1CCOCC1	14	3	22	10	.	2	-5	0.8	6	13	0.1
CCc1ccc(C(=O)NC(C(=O)NCC2CCCO2)C(C)C)cc1 (centres undefined)	6	-6	2	-2	1	33	-15	-0.4	-13	8	-0.1
O=C(CCCCn1c(=O)c2ccccc2n(CC(=O)NC2CCCC2)c1=O)NCc1ccco1	10	-4	3	7	-4	14	-5	-0.9	-10	4	-0.1
CC(=O)NC(=S)Nc1ccc(NC(=O)COc2ccc(Cl)cc2)cc1	-16	-1	-18	8	-8	-31	15	-1.0	-50	-5	-0.1
Cc1cc(C)n(CCN(C)C(=O)CCc2nnc(-c3ccc4c(c3)OCO4)o2)n1	-18	0	5	-5	-6	-8	18	0.5	9	-11	0.0
CC(Oc1ccccc1F)C(=O)NNC(=O)CC(C)c1ccccc1 (centres undefined)	8	3	9	20	-5	-2	-10	2.5	-16	6	0.1
O=C(CCCNC(=O)/C(=C\c1ccc(F)cc1)NC(=O)c1ccccc1)OCc1ccccc1	6	-3	2	2	-7	-7	6	1.9	-4	8	-0.1
COc1ccc(C(C)=O)cc1CN1C(=O)C(C)ON=C1c1ncccc1C (centres undefined)	3	.	14	6	.	-18	-1	1.1	-20	-5	-0.2
O=c1cc(CN2CCN(c3ccccc3F)CC2)c2cc(O)c(-c3ccccc3)cc2o1	0	0	5	0	8	-32	-4	-0.7	11	12	0.1
CC(C)C(C)NC(=O)CSc1ccc(S(=O)(=O)N2CCOCC2)cn1 (centres undefined)	-7	1	-2	-11	1	3	8	-0.3	4	-14	0.4
O=C(N=C1SC2CS(=O)(=O)CC2N1c1ccc(F)c(Cl)c1)C1CC1 (centres undefined)	0	4	8	5	2	8	1	-0.5	3	19	-0.4
CCOC(=O)C1CCCN(C(=O)c2cc3c(-c4cccc(OC)c4)nn(C)c3s2)C1 (centres undefined)	18	-2	-22	-1	11	38	13	5.1	20	29	0.1
CC(C)C(=O)OC1CCS(=O)(=O)c2sccc21 (centres undefined)	9	1	-3	16	0	0	-11	1.1	-1	12	0.2
CCOc1cc(C(=O)NC(=S)Nc2nc(C)cc(C)n2)cc(OCC)c1OCC	19	-2	-10	0	2	-3	20	0.0	1	-1	-0.1
COc1ccc(N(CC(=O)NCCSCc2ccco2)S(=O)(=O)c2ccc(C)cc2)cc1	16	0	-17	3	15	1	4	0.8	9	14	0.0
CC(=O)Nc1ccc(S(=O)(=O)NC(C(=O)O)C(C)O)cc1 (centres undefined)	16	3	-5	-11	1	-5	-8	-0.7	-11	5	-0.2
CC1CCN(C2(O)C(=O)Nc3ccc([N+](=O)[O-])cc32)CC1 (centres undefined)	11	-2	11	5	4	19	-2	4.0	-7	11	0.0
CN1CC(=O)N(CC(=O)Nc2ccc(N(C)C)cc2)c2ccccc2C1=O	9	-3	-12	9	5	5	6	-0.8	-5	11	0.1
Cc1ccc(S(=O)(=O)CCC(=O)OCC(=O)Nc2cccc(S(=O)(=O)N3CCCCC3)c2)cc1	19	.	15	-6	.	-13	4	5.6	-22	-16	0.9

(further entries)
SMILES	HIF-2a block	NR2E3 ag-1	NR2E3 ag-2	KKLEB tox	MITF TRPM1 inh	TWEAK-Fn14 inh	Shn3 inh set2	hiPSC survival	CF NFkB inh	Peg3 promoter	aDG glyco up
O=C(NCc1ccccc1)c1cc(C2CCCN(C(=O)c3ccccc3)C2)on1 (centres undefined)	1	.	8	-18	.	-10	3	-0.3	-2	6	-0.1
Cc1ccc(CSCC(=O)N(CCC(C)C)c2c(N)n(Cc3ccccc3)c(=O)[nH]c2=O)cc1	10	2	-33	-2	17	4	0	0.0	0	6	0.4
Cn1ccc2c(N3CCCC3)cc3c(c21)C1CCC3C1 (centres undefined)	-3	.	-12	2	.	-25	78	-1.9	10	-101	0.3
C=CCn1c(SCc2c(C(=O)OC)sc(N)c2C(=O)OC)nnc1-c1ccc(Cl)cc1	13	6	-7	-2	-12	-9	10	12	-3	10	0.6
O=C1Nc2ccccc2N(O)N1c1ccc(S(=O)(=O)N2CCOCC2)cc1	22	4	-23	-4	-9	1	-5	0.7	2	5	0.0
CCOC(=O)Cc1nnc(NCc2ccccc2)c2ccccc12	16	0	-6	9	14	3	4	0.1	7	17	0.1
Cc1c(NC(=O)c2cccc(NC(=O)COc3ccccc3)c2)c(=O)n(-c2ccccc2)n1C	-3	0	-33	16	3	-1	-27	0.6	-8	-12	-0.1
CCOC(=O)CSc1nc2ccccc2c(=O)n1CC1CCCO1 (centres undefined)	19	-2	-18	3	4	-13	11	-4.2	-1	-6	0.2
Cc1ccc(-c2cc(C(=O)N/N=C/c3c[nH]c4ccccc34)n[nH]2)o1	-116	3	25	-8	0	30	1	-4.6	10	-37	-0.3
CC(C)CN1C(=O)NC(NC(=O)c2cccnc2)(C(F)(F)F)C1=O (centres undefined)	8	2	-25	0	5	-3	6	-1.6	3	7	-0.2

Complete entries from above. Values in the order: HIF-2a block | NR2E3 ag-1 | NR2E3 ag-2 | KKLEB tox | MITF TRPM1 inh | TWEAK-Fn14 inh | Shn3 inh set2 | hiPSC survival | CF NFkB inh | Peg3 promoter | aDG glyco up
`O=C(COC(=O)CCNS(=O)(=O)c1ccc(Cl)cc1)Nc1ccccc1OC(F)F` in the list: -6 | . | -10 | 7 | 6 | 3 | 5 | -0.4 | -15 | 10 | -0.3
`CC(C)C(=O)OC1CCS(=O)(=O)c2sccc21` (centres undefined) in the list: 9 | 1 | -3 | 16 | 0 | 0 | -11 | 1.1 | -1 | 12 | 0.2

Assay outcomes from PubChem BioAssay.
